AmpC inh det = Promiscuous and Specific Inhibitors of AmpC Beta-Lactamase (assay with detergent) | P00811 | purified AmpC, nitrocefin hydrolysis with detergent | Potency, µM (top dose mostly 28.7 µM), for the others: at the top dose activity change, negative = inhibition | hit rate 0.09% among 71,000; active means well fitted curve in the direction sought with a large enough effect
Target sequence (P00811 whole entry, looked up): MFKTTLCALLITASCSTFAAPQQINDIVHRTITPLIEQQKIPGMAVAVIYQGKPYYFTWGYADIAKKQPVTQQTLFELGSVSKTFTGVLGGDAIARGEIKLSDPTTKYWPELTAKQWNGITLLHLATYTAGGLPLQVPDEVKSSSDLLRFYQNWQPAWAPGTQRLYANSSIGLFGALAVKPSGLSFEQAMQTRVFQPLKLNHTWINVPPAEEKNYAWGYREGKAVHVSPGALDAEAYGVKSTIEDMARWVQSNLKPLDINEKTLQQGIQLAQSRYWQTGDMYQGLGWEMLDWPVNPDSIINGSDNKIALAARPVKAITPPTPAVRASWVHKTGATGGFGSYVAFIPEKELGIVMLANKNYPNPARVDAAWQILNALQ
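E. coli AmpC (5.3 nM) in 20 mM phosphate pH 7.0 with 0.01% Triton X-100, preincubated 15 min RT with compound; nitrocefin (2 uL of 800 uM stock) hydrolysis followed by 480 nm absorbance every 20 s over 4 min.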
An asterisk follows results filed as active; & = joins results of further samples; [ ] = another dose, or the depositor's remark. On the % scale 0 is the no-effect control and ±100 the full control effect; potency means the concentration at half of the fitted maximal effect. A portion of the library. The share of hits here may be higher or lower than overall.

Screening Cn1c(C(=O)NCCc2ccsc2)cc2c(=O)n(C)c3ccccc3c21 returned AmpC inh det 13%.
For CC(NC(=O)c1noc2c1CCCC2)c1ccccc1 (stereo not drawn) the results were AmpC inh det -3%.
CC(=O)Nc1ccccc1OCC(=O)c1ccc2c(c1)OCO2 was read as AmpC inh det -3%.
Screening CC(C)C(=O)Nc1cccc(NC(=O)c2cc3ccccc3o2)c1 returned AmpC inh det -5%.
`O=C(O)c1cccc([As]=[As]c2cccc(C(=O)O)c2)c1` (stereo not drawn) gave AmpC inh det 0%[5.75 µM].
COc1ccc2[nH]cc(CCNc3nc(-c4cccc(C#N)c4)nc4ccccc34)c2c1 was read as AmpC inh det 4%.
Screening Cc1c2ccccc2c(C)c2c1ccc1ccccc12 returned AmpC inh det 14%.
For O=C(CN(Cc1ccc(F)cc1)C(=O)CCC(=O)Nc1ccccn1)NCc1ccco1 the results were AmpC inh det 7%.
Screening CCc1ccccc1NC(=O)CC1S/C(=N\c2nccs2)N(CC)C1=O (stereo not drawn) returned AmpC inh det -6%.
COC(=O)c1ccc(-c2nc(O)c3cnccn23)cc1 was read as AmpC inh det -1%.
Screening CC(=O)NC(CCS(C)(=O)=O)C(=O)Nc1ccc(Cl)c(Cl)c1 (stereo not drawn) returned AmpC inh det 3%.
CCCCN(C(=O)NC(=O)Nc1c(C)cc(C)cc1C)S(C)(=O)=O was read as AmpC inh det -3%.
Screening CCOc1cc(C2C(C(=O)O)c3cc(OCC)c(OCC)cc3C(=O)N2C)ccc1O (stereo not drawn) returned AmpC inh det 16%.
Brc1ccccc1 was read as AmpC inh det 5%.
Screening Cn1c(=O)[nH]c(=O)c2c1nc(Br)n2CCCO returned AmpC inh det 13%.
Screening Cc1cc(NC(=O)c2ccc3c(c2)OCCO3)no1 returned AmpC inh det -4%.
CCOC(=O)c1sc(N)c(C#N)c1CSc1nnc(C2CCCCC2)n1N was read as AmpC inh det -2%.
Screening CCn1c(=O)c(C(=O)NCc2ccc(OC)cc2)c(O)c2ccccc21 returned AmpC inh det -1%.
Screening Cc1ccc(C)c(NC(=O)CSc2nnc(CSc3nc(C)cc(C)n3)n2Cc2ccco2)c1 returned AmpC inh det 2%.
For O=C(NCc1ccco1)c1ccc2nc3sc4c(c3c(=O)n2c1)CCCC4 the results were AmpC inh det 0%.
CCN(CC)CCNC(=O)Cn1cnc2sc(C)c(S(=O)(=O)N3CCOCC3)c2c1=O was read as AmpC inh det 3%.
For O=C(CSc1nnc(CSc2nc3ccccc3s2)o1)NC1CCCCC1 the results were AmpC inh det -2%.
Screening CCOC(=O)N1CCN(c2c(N3CCC(N4CCCCC4)CC3)c(=O)c2=O)CC1 returned AmpC inh det 12%.
Screening CNNCc1ccc(C(=O)NC(C)C)cc1 returned AmpC inh det -1%[12.8 µM].
Screening Cc1sc2nc(CN(C(=O)c3cccs3)C3CCCC3)[nH]c(=O)c2c1C returned AmpC inh det -3%.
Screening COc1cc2c(cc1OC)C(C)N(C(=O)c1cc3ccccc3o1)CC2 (stereo not drawn) returned AmpC inh det 7%.
`CC1(C)CC(=O)C2=C(C1)N(c1ccc(F)cc1)C(=O)CC2c1cccnc1` (stereo not drawn) gave AmpC inh det 9%.
For NC(=O)c1cc(S(=O)(=O)Nc2cccc(F)c2)co1 the results were AmpC inh det 5%.
`CCOC(=O)c1cccc(NC(=O)CN(c2ccc(C)cc2)S(=O)(=O)c2c(C)n[nH]c2C)c1` gave AmpC inh det -4%.
CC(=O)N1C(=O)N(C)C2C1N(C)C(=O)N2C(C)=O (stereo not drawn) was read as AmpC inh det 1%.
Screening O=C(NC1CCN(Cc2ccccc2)CC1)C1CCCN(S(=O)(=O)c2cccc3nonc23)C1 (stereo not drawn) returned AmpC inh det -7%.
Screening O=S(=O)(c1ccccc1)N1CCC2(CCN(C(c3ccccc3)c3ccccc3)CC2)CC1 returned AmpC inh det -2%.
`CNc1nc(-c2cccc(C#N)c2)nc2ccccc12` gave AmpC inh det 9%.
Screening C[C@@H]1CNCCN1S(=O)(=O)c1cccc2cnccc12 returned AmpC inh det 0%&-1%&-2%.
For CCCC(=O)Nc1c(C(=O)OCC)[nH]c2ccccc12 the results were AmpC inh det 9%.
For O=C(O)CN1CCN(Cc2ccc(F)cc2Cl)C1=O the results were AmpC inh det 6%.
Screening CC(=O)C(Sc1nn(C)c(=S)s1)C(=O)Nc1ccccc1 (stereo not drawn) returned AmpC inh det -3%.
For O=C(COC(=O)C1CC(=O)N(c2ccc3c(c2)OCCO3)C1)NC1CCCc2ccccc21 (stereo not drawn) the results were AmpC inh det -3%.
COc1ccccc1-c1noc(CCC(=O)Nc2cccc(C)c2)n1 was read as AmpC inh det -3%.
`CC(=O)Nc1coc2ccc(Br)cc12` gave AmpC inh det -1%.
CCN(CC)CCCC(C)n1c(-c2ccccc2)nc2c(NCCOC)nc(C)nc21 (stereo not drawn) was read as AmpC inh det 17%.
Screening Cc1cc(NC(=O)c2ccco2)ncc1NC(=O)CCc1ccccc1 returned AmpC inh det 6%.
For COc1ccc(-n2c(Cc3cccn3C)nnc2SCC(=O)Nc2ccccc2F)cc1 the results were AmpC inh det 11%.
`Cc1onc(-c2ccccc2Cl)c1C(=O)NCCn1c(C)cc2ccccc21` gave AmpC inh det 7%.
`N#Cc1cccc(-c2nccc(-n3ccnc3)n2)c1` gave AmpC inh det 4%.
CCc1nc2ccccc2n1CC(=O)N(C(C)CC)C1CCS(=O)(=O)C1 (stereo not drawn) was read as AmpC inh det -5%.
`CSc1cccc(NC(=O)COc2ccccc2)c1` gave AmpC inh det -6%.
Screening CC1(C)CC2CC(C)(CN2C(=O)C23CCC(C)(C(=O)O2)C3(C)C)C1 (stereo not drawn) returned AmpC inh det 9%.
`O=C(O)/C=C\[C@H](O)c1ccc(Cl)cc1` gave AmpC inh det -2%.
For O=C(CSc1nnc(-c2ccccc2O)o1)N1CCc2ccccc2C1 the results were AmpC inh det 11%.
For COc1ccccc1NC(=O)c1cc(Sc2nncn2C)nc2ccccc12 the results were AmpC inh det -3%.
Screening Cc1noc(C)c1CSc1nc2ccccc2nc1NS(=O)(=O)c1ccc(Cl)cc1 returned AmpC inh det -9%.
Screening CCCOc1ccc(N2C(=O)CC(N3CCCC(C(=O)N4CCCC4)C3)C2=O)cc1 (stereo not drawn) returned AmpC inh det -1%.
COc1cc(C2=NOC(C(=O)NC3CCCCC3)C2)cc(OC)c1OC (stereo not drawn) was read as AmpC inh det -2%.
Screening Cc1cc(C(=O)OCC(=O)NCc2ccco2)c(C)n1-c1ccc(F)cc1 returned AmpC inh det 13%.
Cc1cccc(CCNC(=O)c2nnc(Cc3ccc(Cl)cc3)o2)c1 was read as AmpC inh det 9%.
`OC1(CN2CCOCC2)C2CC3CC(C2)CC1C3` (stereo not drawn) gave AmpC inh det 12%.
For CN(C)c1nc(OCCNC(=O)COc2ccc(Cl)cc2Cl)nc(N2CCOCC2)n1 the results were AmpC inh det -2%.
Screening O=C(CSc1nc2c(cnn2-c2ccc(F)cc2)c(=O)[nH]1)N1CCCCCC1 returned AmpC inh det 11%.
Screening Cc1nn(-c2ccccc2)c2c1C1(C(=O)N(C)c3ccccc31)C(C#N)=C(N)O2 (stereo not drawn) returned AmpC inh det -5%.
`O=C(NCCN1CCOCC1)c1ccc2c(c1)N(Cc1ccc(F)cc1)C(=O)CS2` gave AmpC inh det 6%.
CNc1ccccc1-n1ccc(-c2ccccc2)n1 was read as AmpC inh det -5%.
Screening Cc1nn(Cc2ccccc2)c(Cl)c1C(=O)OCc1nnc(-c2ccc(Cl)cc2)o1 returned AmpC inh det -1%.
O=C(c1cnccn1)N1CCC2(CC1)CCN(c1ncccn1)CC2 was read as AmpC inh det 0%.
CCOC(=O)CC1Sc2ccccc2NC1=O (stereo not drawn) was read as AmpC inh det -2%.
For COc1ccc(C2C(C(=O)O)CC(=O)N2C2CCCCC2)cc1 (stereo not drawn) the results were AmpC inh det -5%.
`O=P(O)(O)CP(=O)(O)O` gave AmpC inh det 2%.
O=C(Nc1ccc(-c2cn3ccccc3n2)cc1)c1cc(Br)ccc1O was read as AmpC inh det -2%[5.75 µM].
For O=C(CN1CCOCC1)Nc1ccc(OCc2ccccc2)cc1 the results were AmpC inh det -5%.
Screening COC(=O)c1ccc(CSc2nnc3c(Cl)cc(Cl)cn23)o1 returned AmpC inh det -2%.
Screening COCc1c(C)cc(C)c(/C=N/O)c1C returned AmpC inh det -6%.
Screening CCOC(=O)N1CCN(S(=O)(=O)c2ccc(C)c(C)c2)CC1 returned AmpC inh det -6%.
COCCCn1c(-c2ccco2)nc2ccccc2c1=O was read as AmpC inh det 8%.
Screening O=C(CSCc1nc2ccccc2[nH]1)N1CCN(c2ccc(F)cc2)CC1 returned AmpC inh det -4%.
Cc1ccc(CNC(=O)c2ccccc2NS(C)(=O)=O)cc1 was read as AmpC inh det -3%.
Screening CCOC(=O)C1C(=O)N(C(=O)c2ccc(OC)cc2)CC1c1ccccc1 (stereo not drawn) returned AmpC inh det -3%.
CC(=O)Nc1sc2c(c1C(c1cccs1)N1CCOCC1)CCCC2 (stereo not drawn) was read as AmpC inh det 8%.
`c1csc(-c2ncc3ccccn23)c1` gave AmpC inh det -1%.
Screening CC(C)(C)c1cc(C=C(C#N)C#N)cc(C(C)(C)C)c1O returned AmpC inh det -3%.
`COCCNC(=O)CN(C(=O)CCC(=O)Nc1nccs1)c1ccccc1OC` gave AmpC inh det -2%.
For CC(NC(=O)c1cccs1)C(=O)NC1=NCCS1 (stereo not drawn) the results were AmpC inh det -5%.
For CCc1cc2c(c(CC)n1)CCC(=O)N2Cc1ccc(-c2ccccc2-c2nn[nH]n2)cc1 the results were AmpC inh det -3%.
Screening N[C@H](CCC(=O)NCS(=O)(=O)O)C(=O)O returned AmpC inh det -3%.
`COc1ccccc1CN1CCC2(CC1)CCN(C(=O)c1c(C)noc1C)CC2` gave AmpC inh det -2%.
N#CC1=C(N)SC(N)=C(C#N)C1c1ccnc2ccccc12 was read as AmpC inh det 12%.
O=C(Nc1ccccc1OC(F)F)c1ccc(Br)o1 was read as AmpC inh det -7%.
Screening COC(=O)c1ccccc1NC(=O)c1cnc2sccn2c1=O returned AmpC inh det -3%.
For O=S(=O)(c1ccc2ccccc2c1)N1CCN(S(=O)(=O)N2CCOCC2)CC1 the results were AmpC inh det -10%.
For Cc1cc(C(=O)CSc2nnc(-c3ccco3)o2)c(C)n1CC1COc2ccccc2O1 (stereo not drawn) the results were AmpC inh det -1%.
CCCCCCN(C(=O)CCCCCN1C(=O)NC(c2ccc(-c3ccccc3)cc2)C(C(=O)OCc2ccccc2)=C1C)C(C(=O)NCCCC)c1ccc(O)cc1 (stereo not drawn) was read as AmpC inh det 4%.
`O=C(NC(O)C(=O)c1ccccc1)c1cccs1` (stereo not drawn) gave AmpC inh det 11%.
COc1ccccc1CN1CCC2(CC1)CCN(C(=O)c1cccc(F)c1)CC2 was read as AmpC inh det -2%.
CCNc1sc(C(=O)c2cccs2)c(N)c1-c1nc2ccccc2s1 was read as AmpC inh det 9%.
`O=c1c2ccccc2[nH]c(=S)n1Cc1cccnc1` gave AmpC inh det 1%.
For COc1cccc(NC(=O)CCN2CCN(C)CC2)c1 the results were AmpC inh det -4%.
For O=C(Nc1nc(-c2cccs2)cs1)c1ccc(Cl)s1 the results were AmpC inh det 12%.
Screening O=c1c(-c2ccccc2)nc2cncnc2n1Cc1ccc(F)cc1 returned AmpC inh det 2%.
Screening CN(Cc1nc(-c2cccnc2)no1)S(=O)(=O)c1ccc2ccccc2c1 returned AmpC inh det -1%.
`CC1=C(c2ccccc2)[N+](=O)C2(CCCC2)N1[O-]` gave AmpC inh det 8%.
Screening COC(=O)c1ccc(C(NC(=O)OCc2ccccc2)/C(=C/[C@@H](C)C(=O)NCc2ccccc2)c2cccnc2)cc1 (stereo partly drawn) returned AmpC inh det 14%.
`O=C(NCc1ccc(F)cc1)c1cc2ccccn2n1` gave AmpC inh det 2%.
Screening COc1ccc(-c2nnc3n2N=C(c2cccc(Br)c2)CS3)cc1OC returned AmpC inh det -3%.
Screening CCOc1ccc(C(=O)N(Cc2ccc(N(C)C)cc2)C2CCS(=O)(=O)C2)cc1 (stereo not drawn) returned AmpC inh det -1%.

At a glance, 5 of the compounds above.
For CC(NC(=O)c1cccs1)C(=O)NC1=NCCS1 (stereo not drawn) the results were AmpC inh det -5%.
For CCc1cc2c(c(CC)n1)CCC(=O)N2Cc1ccc(-c2ccccc2-c2nn[nH]n2)cc1 the results were AmpC inh det -3%.
Screening N[C@H](CCC(=O)NCS(=O)(=O)O)C(=O)O returned AmpC inh det -3%.
`COc1ccccc1CN1CCC2(CC1)CCN(C(=O)c1c(C)noc1C)CC2` gave AmpC inh det -2%.
N#CC1=C(N)SC(N)=C(C#N)C1c1ccnc2ccccc12 was read as AmpC inh det 12%.

Ordered by count of non-hydrogen atoms (descending): some entries from above.
For Cc1cc(C(=O)CSc2nnc(-c3ccco3)o2)c(C)n1CC1COc2ccccc2O1 (stereo not drawn) the results were AmpC inh det -1%.
Screening CCOc1ccc(C(=O)N(Cc2ccc(N(C)C)cc2)C2CCS(=O)(=O)C2)cc1 (stereo not drawn) returned AmpC inh det -1%.
For COc1cccc(NC(=O)CCN2CCN(C)CC2)c1 the results were AmpC inh det -4%.
For O=C(Nc1nc(-c2cccs2)cs1)c1ccc(Cl)s1 the results were AmpC inh det 12%.
For CC(NC(=O)c1cccs1)C(=O)NC1=NCCS1 (stereo not drawn) the results were AmpC inh det -5%.

Source: PubChem
